Screening data from PubChem.
GSIS activator – GLuc luminescence reporter in INS-1E cells, primary screen for activators of glucose-dependent secretion of insulin; activation, % at 16.6 µM; 370,000 tested, 0.61% active; INS-1E GLuc reporter insulin secretion, 2-3 h;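 active means lowest replicate activation of at least 40%, so every replicate reaches that level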;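 further: 0% = median of neutral control wells and 100% = median of IBMX positive control wells; some compounds called inactive have numbers as strong as hits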
miR-122 sensor – miR-122 Renilla sensor signal increase in Huh7, primary screen, miR-122 inhibitor project, cell-based, single point, plate reader. Huh7 miR-122 Renilla luciferase sensor, 48 h; neutral wells = 0, positive control = 100. activation (reporter increase), % at 12.5 µM. 340,000 tested, 0.3% active. AID 602342, 2012;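 active means mean replicate activation score at least 90 and every replicate individually at or above 90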;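 further: higher luciferase means less miR-122 activity so hits act as miR-122 inhibitors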
C2C12 statin – suppressors of statin myotoxicity in C2C12 myotubes, primary screen, cell-based, single point, plate reader; C2C12 myotubes + simvastatin, ATP luminescence, 48 h; scaled: DMSO 0, geranylgeraniol control 100; rescue of ATP level, % at 7.49 µM; 330,000 tested, 0.78% active;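 active means mean ATP rescue above about 67%, or every replicate alone reaching that limit, limit read from the data, passing the limit was not always enough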;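 further: myotubes were challenged with 10 µM simvastatin during compound exposure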
PGC1a acetyl inh – inhibitors of PGC1a acetylation signal, primary screen, cell-based, U2OS, AlphaScreen, inhibitor mode; AlphaScreen anti-acetyl-lysine; with virally co-expressed GCN5 acetyltransferase; 350,000 tested, 0.17% active; AID 651687, 2012; inhibition, % at 15.6 µM;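 active means every replicate shows inhibition of at least 40%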;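 further: 0% = neutral control wells and 100% = positive control wells; some results beyond the cut were filed as inactive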
F508del corr – F508del CFTR correction, initial screen, CFBE line, single point. activity (quench increase), % at 7.58 µM. CFBE cells, YFP halide quenching; stimulated with forskolin plus potentiator P3; % fluorescence drop versus neutral controls. 350,000 tested, 0.36% active. AID 720511, 2013;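 active means mean added fluorescence quench of at least 8% versus neutral control, with both replicates also reaching 8%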;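 further: cells transiently co-express mutant CFTR-F508del with the halide-sensitive YFP; corrector assay measuring rescue of mutant channel to the surface after 24 h compound exposure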
PglD DTNB – C. jejuni PglD acetyltransferase inhibitors, primary screen, biochemical, DTNB colorimetric, single point; UDP-N-acetylbacillosamine N-acetyltransferase PglD (Campylobacter jejuni); purified PglD enzyme, DTNB colorimetric CoA detection; inhibition, % at 12.5 µM; 360,000 tested, 0.098% active; AID 602405, 2012; in the data active means inhibition above about 16%, passing the limit was not always enough; further: strong numbers were not always called active
FN deposition inh – inhibitors of fibronectin matrix deposition, primary screen, AH1F cells, Alexa488-fibronectin fluorescence, plate reader. AH1F fibroblasts, overnight. inhibition, % at 12.6 µM. 350,000 tested, 0.086% active;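 active means mean inhibition across replicates of 30% or more, regardless of how many single replicates reach that level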;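 further: positive control wells lacked labelled fibronectin entirely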
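Test system: AH1F fibroblast monolayer depositing Alexa488-labelled fibronectin into matrix. Input: 10000 cells per well. Technique: fluorescence, ex 485 nm, em 525 nm. Buffer or medium: DMEM plus 2% serum, read in PBS. Timing: 1 h cell adhesion before compound, then overnight fibronectin incubation. Compound: single dose, pinned. Read-out basis: inhibition from reduced deposited-fibronectin fluorescence.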
Cneo AK release – Cryptococcus neoformans cell lysis inducers, primary screen, AK release luminescence, single concentration | lysis activity, % at 15 µM | C. neoformans lysis, adenylate kinase release luminescence, 4 h; normalised: neutral wells 0, clomiphene wells 100 | AID 651654, 2012 | 360,000 tested, 0.2% active;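 active means mean lysis activity across replicates of at least 80%, whatever share of replicates individually reach that level; inactive means mean lysis activity below 80%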
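Schedule: static 4 h at 37 °C with compound, 1 h detection; system: C. neoformans cells; benchmarks: Clomiphene as positive control; buffer or medium: fresh YPD medium; measure: luminescence rise reflecting yeast cell lysis; measured by: luminescent adenylate kinase detection reagent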
Starred values were filed as active, the others as inactive; . = no result given; & = joins results of further samples; [ ] = another dose, or the depositor's remark.

SMILES	GSIS activator	miR-122 sensor	C2C12 statin	PGC1a acetyl inh	F508del corr	PglD DTNB	FN deposition inh	Cneo AK release
CCOC(=O)C1CCCN(C(=O)COC(=O)c2cccs2)C1 (stereo not drawn)	1	-5	11	-8	1.1	-1	13	0
O=C(COC(=O)COc1ccc2ccccc2c1)NCC(F)(F)F	0	1	0	4	-1.7	0	7	-2
COc1ccc(NC(=O)c2ccc3c(c2)NC(=O)CO3)cc1OC	21	-1	-22	4	-0.9	3	-2	0
O=C(NC[C@H]1[C@@H](c2ccccc2)[C@H](CO)N1Cc1cccnc1)c1ccccn1	5	-25[16.7 µM]	8	-4	-0.4	2	1	2
O=C(COc1ccc(F)c(Cl)c1)Nc1ccc(N2CCOCC2)cc1	.	-4	3	-4	0.8	2	-4	0
Cc1ccc(NC(=O)CN(C)CC(=O)Nc2sc3c(c2C(N)=O)CCC3)cc1	-1	-2	-3	.	2.0	1	0	0
CS(=O)(=O)N1CCN(c2ccccc2[N+](=O)[O-])CC1	-2	-7	-1	0	-1.6	.	5	.
Cc1ccc(C(=O)NCCCc2ccccc2)c(C)c1	-1	-8	.	8	-0.3	.	11	.
C=CCn1c(CCC(=O)Nc2ccc(C)c(Cl)c2)nnc1SCC(=O)Nc1ccccc1C	.	-2	-5	-5	.	-3	.	0
CO[C@@H]1CN(C)C(=O)c2cc(NC(=O)NC(C)C)ccc2OC[C@@H](C)N(CC2CC2)C[C@@H]1C	14	.	3	-3	1.7	2	-16	-4
CCN(CC)C(=O)c1[nH]cnc1C(=O)NCC(=O)OCc1ccccc1	-2	-3	-9	10	2.9	4	5	0
CCCNC(=O)C1(C)CCCN(Cc2cc(-c3ccccc3)nn2C)C1 (stereo not drawn)	4	0	-26	2	-0.3	-12	2	0
Cc1cccn2c(=O)c3cc(C(=O)N4CCCCC4)sc3nc12	14	3	2	.	1.3	3	11	0
CC(C)n1cc(NC(=O)COc2ccccc2Cl)cn1	1	.	2	.	-2.0	0	4	0
O=C(CCn1c(=S)[nH]c2ccccc2c1=O)NCCSCc1ccccc1	10	-4	-5	.	-1.8	-4	-2	7

Single records, as listed above. Values in the order: GSIS activator, miR-122 sensor, C2C12 statin, PGC1a acetyl inh, F508del corr, PglD DTNB, FN deposition inh, Cneo AK release
Cc1cccn2c(=O)c3cc(C(=O)N4CCCCC4)sc3nc12 in the list: 14, 3, 2, ., 1.3, 3, 11, 0
Cc1ccc(NC(=O)CN(C)CC(=O)Nc2sc3c(c2C(N)=O)CCC3)cc1 in the list: -1, -2, -3, ., 2.0, 1, 0, 0
COc1ccc(NC(=O)c2ccc3c(c2)NC(=O)CO3)cc1OC in the list: 21, -1, -22, 4, -0.9, 3, -2, 0
CCOC(=O)C1CCCN(C(=O)COC(=O)c2cccs2)C1 (stereo not drawn) in the list: 1, -5, 11, -8, 1.1, -1, 13, 0

The results go on:
SMILES	GSIS activator	miR-122 sensor	C2C12 statin	PGC1a acetyl inh	F508del corr	PglD DTNB	FN deposition inh	Cneo AK release
NS(=O)(=O)c1ccc(CNS(=O)(=O)c2cc(Cl)ccc2Cl)cc1	7	.	.	3	5.7	.	5	.
O=C(C[C@@H]1CC[C@H](NC(=O)C2CCC2)[C@@H](CO)O1)NCc1ccncc1	-5	.	0	3	-0.7	-3	-16	0
COc1ccc(C2=NOC(C(=O)Nc3ccc4c(c3)OCCO4)C2)c(OC)c1 (stereo not drawn)	2	.	5	.	0.6	-5	4	2
COc1ccc(NC(=O)N(C)C[C@@H]2Oc3c(NC(=O)c4ccncc4)cccc3C(=O)N([C@H](C)CO)C[C@H]2C)cc1	13	-6[16.7 µM]	-24	-4	-4.2	3	-6	-3
Cc1cc(O)c2c(c1O)C(=O)[C@]13C(=C2O)C(=O)[C@@H]2[C@@H](O)[C@H]1[C@@H]1[C@H](O)[C@H]3C(=O)C3=C(O)c4c(O)cc(C)c(O)c4C(=O)[C@]312	.	-10	-106	-7	.	13	.	-3
COc1ccccc1CCC(=O)OCC(=O)Nc1c(C)nn(-c2ccccc2)c1C	-3	3	-6	-9	0.3	2	2	-1
Cc1ccc(NC(=S)NCc2ccc(F)cc2)cc1	-2	106*	1	-1	-0.1	9	-7	3
CCOc1cc2[nH]c(=S)n(CCCC(=O)NCc3ccccn3)c(=O)c2cc1OCC	12	.	13	.	3.5	-3	11	1
O=C(NC1CCCC1)C(c1ccncc1)N(C(=O)Cc1cccs1)c1ccc(F)cc1 (stereo not drawn)	0	-1	3	.	-0.4	3	-14	-1
Cc1noc(C)c1S(=O)(=O)N(C)C[C@@H]1OCCCC[C@@H](C)Oc2ccc(N(C)C)cc2C(=O)N([C@@H](C)CO)C[C@H]1C	0	-3[16.7 µM]	35	10	-2.2	-1	2	34
O=C(NCC1COc2ccccc2O1)c1ccc(F)c(S(=O)(=O)N2CCOCC2)c1 (stereo not drawn)	-7	3	9	-1	1.0	10	-5	-2
COCCNC(=O)C[C@@H]1CC[C@@H](NS(=O)(=O)c2ccc(C)cc2)[C@H](CO)O1	8	.	2	-5	-2.3	0	1	2
CCOc1cc(/C=N/Nc2nn3cnnc3c3ccccc23)ccc1O	8	1	-17	-3	-2.8	2	8	-3
O=C(OCC(=O)N1CCCC1)c1ccc(S(=O)(=O)N2CCOCC2)cc1	-2	-6	8	-4	-3.4	5	2	-1
COCC(=O)OCn1nnc2ccccc2c1=O	.	-6	25	1	.	-3	.	0
Cc1ccccc1NC(=O)CN1CCOCC1	.	-2	-5	-4	1.5	5	1	-1
O=C(O)CCCN1C(=O)/C(=C\C(Cl)=C\c2ccccc2)SC1=S	-21	-9	9	-14	-16	5	10	-1
Cc1ccc(Nc2cc(C)nc(-c3ccccc3O)n2)cc1	-29	4	-8	-8	.	0	12	10
COc1ccc(C)cc1NC(=O)C/C(C)=N/NC(=O)Cc1cccc2ccccc12	-3	-2	-4	.	0.2	2	-10	-1
CCCNC(=O)c1ccc2c(=O)n3c(-c4ccc(C)cc4)csc3nc2c1	-3	-1	11	5	-2.4	7	-4	-1
Cc1cc(C(=O)NNC(=S)NCC(C)C)no1	.	-3	-6	-14	.	3	.	0
O=C(C[C@@H]1C[C@@H]2c3cc(NC(=O)Cc4ccncc4)ccc3O[C@@H]2[C@@H](CO)O1)NCc1ccccc1	-3	1[16.7 µM]	-4	3	3.3	-3	0	-2
C1CSC2(N1)C1CC3CC2CC(C1)C31NCCS1 (stereo not drawn)	0	.	-4	.	.	-2	.	3
CC1CCCCN1CCCNC(=O)c1ccc(NC(=O)C2=CSCCO2)cc1 (stereo not drawn)	0	.	-6	.	-0.2	1	2	2
C[C@@H]1CN([C@H](C)CO)C(=O)c2cc(NC(=O)CCN3CCOCC3)ccc2O[C@H]1CN(C)C	9	-4[16.7 µM]	19	7	2.0	3	.	-4
Cc1ccccc1NC(=O)c1cc[n+]([O-])cc1	-3	-5	0	-1	2.4	.	11	.
C[C@@H]1CN([C@@H](C)CO)C(=O)CCCn2cc(nn2)CO[C@H]1CN(C)S(=O)(=O)c1ccc2ccccc2c1	-1&-5	-11	12&33&50	-3&-7&5	1.1&-0.3&1.6	3&-5	3&-2	1&-1
COCC(C)NC(=O)c1ccc(Cl)c(Cl)c1 (stereo not drawn)	.	7	1	7	.	2	9	0
CSc1cc(C)c(OCC(=O)Nc2ccc(NC(C)=O)cc2)c(C)c1	8	.	.	-1	-0.2	.	-2	.
COc1ccc(NC(=O)Nc2ccc3c(c2)C(=O)N([C@H](C)CO)C[C@@H](C)[C@@H](CN(C)C(=O)CCCN(C)C)OCCCC[C@@H](C)O3)cc1	14	-1[16.7 µM]	.	1	0.4	2	.	-1

Of the compounds above, two have an aryl thioether with sulfur outside any ring:
SMILES	GSIS activator	miR-122 sensor	C2C12 statin	PGC1a acetyl inh	F508del corr	PglD DTNB	FN deposition inh	Cneo AK release
C=CCn1c(CCC(=O)Nc2ccc(C)c(Cl)c2)nnc1SCC(=O)Nc1ccccc1C	.	-2	-5	-5	.	-3	.	0
CSc1cc(C)c(OCC(=O)Nc2ccc(NC(C)=O)cc2)c(C)c1	8	.	.	-1	-0.2	.	-2	.

(list continues)
SMILES	GSIS activator	miR-122 sensor	C2C12 statin	PGC1a acetyl inh	F508del corr	PglD DTNB	FN deposition inh	Cneo AK release
O=C(C1=NN[C@@H]2C(=O)N(Cc3ccccc3)C(=O)[C@H]12)c1ccc([N+](=O)[O-])cc1	-21	.	.	12	3.6	.	-5	.
c1ccc(OCCCn2ccnc2)cc1	-1	-1	-2	-5	-6.2	-6	3	5
COc1ccccc1NC(=O)N(C)C[C@H]1OCc2cnnn2CCCC(=O)N([C@@H](C)CO)C[C@H]1C	-5	0	7&5	-12&5	2.6&-0.5	-3&0	7	-2&-2
COc1ccc(NC(=O)CC2Nc3cc(C)c(C)cc3NC2=O)c([N+](=O)[O-])c1 (stereo not drawn)	-6	-2	.	-11	-2.9	-6	1	5
O=C(NNC(=O)c1ccccc1O)c1ccc(Cl)c(S(=O)(=O)N2CCc3ccccc32)c1	-67	9	-16	.	2.9	.	4	.
COc1ccccc1-c1ccc(C2[C@@H]3CN(S(=O)(=O)c4ccc(C)cc4)C[C@H]2N3)cc1 (stereo partly drawn)	-2&-19	.	.	-95	-8.2	.	-12&1	.
Cc1ccc(C(=O)O)cc1NS(=O)(=O)c1ccc2ccccc2c1	-5	1	-2	7	-4.4	-2	-5	-5
COC(=O)C1CCN(CC(=O)Nc2sc3c(c2C#N)CCC3)CC1	.	-6	12	2	.	-4	.	2
COC(=O)COc1c(/C=C\c2nc(O)c([N+](=O)[O-])c(=O)[nH]2)cccc1OC	6	-9	6	55*	-0.2	5	1	3
Cc1nc2sc(C(c3ccco3)N3CCC4(CC3)OCCO4)c(O)n2n1 (stereo not drawn)	12	3	10	-1	.	9	-2	5
O=C(NCCS(=O)(=O)N1CCCCCC1)c1ccccc1	2	.	0	-23	1.2	-2	1	4
CC(=O)c1ccc(NC(=O)CSc2nc(Nc3ccccc3)nc(N3CCOCC3)n2)cc1	-20	.	2	.	-0.4	-7	-1	0
O=C(CCN1CCOCC1)Nc1ccc(F)cc1	2	-6	-3	2	-1.3	1	1	-1
Cc1cccc(N2CCN(C(=O)CCC(=O)N3CCOc4ccc(Cl)cc43)CC2C)c1 (stereo not drawn)	-43	-6	1	-18	-3.7	-2	2	1
COc1c2c(cc3oc(CO[C@@H]4O[C@H](CO)[C@@H](O)[C@H](O)[C@H]4O)cc(=O)c13)O[C@H](C(C)(C)O)C2	5	0	5	-9	0.0	2	-1	-1
CC(C)c1ccc(/C=C/c2[nH]c(=O)[nH]c(=O)c2[N+](=O)[O-])cc1	.	-2	7	4	-0.5	0	3	2
COc1cccc(/C=C2/NC(=O)N(CC(=O)Nc3ccc(C)cc3)C2=O)c1OCc1cccc(C(=O)O)c1	-1	-8	-2	-5	2.0	5	-3	-1
COc1ccc(S(=O)(=O)NCCSC(C)(C)C)c(Cl)c1Cl	-18	253*	0	-26	.	1	-5	-2
CSc1ccc(CNc2ncc(-c3cccc([N+](=O)[O-])c3)n2C)cc1	-15	-10	7	-1	0.5	7	1	10
Cc1ccc(C)c(C(=O)CN2C(=O)c3ccccc3C2=O)c1	10	-6	0	-6	-3.3	-3	11	-1
COc1cccc(/C=N/NC(=O)c2[nH]nc3c2CCc2ccccc2-3)c1	-8	29	.	-1	1.9	0	10	1

An unsorted share of the library (roughly 2.1% active in at least one column).
